# EBNA-1 inhibitor = blocks EBNA-1 binding to DNA; 300,000 tested, 0.34% active; AID 1950; EBNA-1 DNA binding, fluorescence polarization; inhibition, % at 14.8 µM; in the data active means inhibition above about 28%
# JMJD2C inh = inhibitors of human GASC-1 (JMJD2C) demethylase | Q9H3R0 | inhibition, % at 2.35 µM | 330,000 tested, 0.069% active | AID 2099 | GST-JMJD2C(1-420) H3K9me3 demethylation, DELFIA europium;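 active means more than half of a compound's replicate wells show inhibition beyond 50%, single wells judged on their own value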;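 further: signal counts dimethyl H3K9 product captured on neutravidin plate; 0% = median of DMSO wells and 100% = 0.3 times that DMSO median; strong numbers were not always called active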
# PP5 primary = PP5 (human) phosphatase inhibition; purified PP5c, OMFP substrate fluorescence; 320,000 tested, 0.18% active; AID 1987; inhibition, % at 6.7 µM;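 active means inhibition above the campaign's mean inhibition across all tested compounds plus 3 SD, cut at about 9.5% in these data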;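 further: 0% = DMSO only and 100% = 100 µM cantharidin control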
# Fh CTSL1 inh = cathepsin L1 inhibition, PFM18AAP counter-screen. recombinant F. hepatica cathepsin L1, Z-Leu-Arg-MCA fluorescence. inhibition, % at 5.96 µM. 300,000 tested, 0.49% active;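 active means inhibition above the mean of all tested compounds plus 3 SD, set per screening campaign, cut at about 17% in these data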;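 further: 0% = plate median of test compound wells and 100% = 1 µM Z-Phe-Ala-diazomethylketone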
# TPT1 inh = inhibitors of Candida albicans tRNA 2'-phosphotransferase TPT1; recombinant caTPT1, FP RNA substrate dephosphorylation; inhibition, % at 5 µM; 300,000 tested, 0.81% active; AID 1962;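 active means inhibition above the mean of all tested compounds plus 3 SD, set per screening campaign, cut at about 24% in these data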;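 further: plate controls were DMSO alone for no effect and ferristatin control at 100 nM for full effect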
# Yeast superoxide = caloric restriction mimetics inhibiting age-related superoxide in yeast; S. cerevisiae aged cells, superoxide DHE fluorescence; hits give low values; superoxide response (% of plate mean), % at 10 µM; 330,000 tested, 0.18% active; AID 2690;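 active means superoxide response under a set limit, about three screen SD below normal, cut at about 65% in these data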;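 further: yeast aged for seven days with compound at 30 °C before DHE staining; 100% = average MFI of all compound-treated wells on the plate with controls excluded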
# PP1 inh = blocks human PP1-alpha phosphatase, a PP5 counter-screen; purified PP1alpha, OMFP fluorescence; inhibition, % at 6.7 µM; 320,000 tested, 0.9% active; P62136; AID 2235;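 active means inhibition above the mean inhibition of all tested compounds plus 3 SD, computed separately for each screening campaign, cut at about 15% in these data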
# Target sequence (P62136 whole entry, looked up): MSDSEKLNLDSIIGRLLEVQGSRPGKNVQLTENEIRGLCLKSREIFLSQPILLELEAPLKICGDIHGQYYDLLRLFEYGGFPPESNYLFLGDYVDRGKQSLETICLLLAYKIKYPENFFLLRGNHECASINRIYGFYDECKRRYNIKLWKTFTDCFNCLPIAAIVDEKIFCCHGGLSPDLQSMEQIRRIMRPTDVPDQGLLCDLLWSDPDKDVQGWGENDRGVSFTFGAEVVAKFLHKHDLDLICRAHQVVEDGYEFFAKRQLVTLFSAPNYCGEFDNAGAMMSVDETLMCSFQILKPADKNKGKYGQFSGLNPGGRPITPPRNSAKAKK
# ZTA counter = ZTA (EBV) inhibition in EBNA-1 counter-screen. ZTA-DNA binding, fluorescence polarization. inhibition, % at 11 µM. 320,000 tested, 0.15% active. AID 2234; in the data active means inhibition above about 33%
# Target sequence (P03206 whole entry, looked up): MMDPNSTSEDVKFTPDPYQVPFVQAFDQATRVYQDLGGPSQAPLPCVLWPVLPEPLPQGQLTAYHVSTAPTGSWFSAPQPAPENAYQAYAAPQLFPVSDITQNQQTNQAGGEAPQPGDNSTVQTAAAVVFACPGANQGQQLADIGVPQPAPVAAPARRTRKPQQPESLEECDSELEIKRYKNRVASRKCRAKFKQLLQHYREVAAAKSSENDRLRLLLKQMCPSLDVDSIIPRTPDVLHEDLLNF
# HCV core dimer = HCV core protein dimerization inhibition. inhibition, % at 5 µM. TR-FRET GST/Flag-core106 dimerization, 1536-well. 300,000 tested, 0.33% active;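 active means inhibition above the mean of all tested compounds plus 3 SD, set per screening campaign, cut at about 45% in these data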
#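 Assay system: GST-tagged and Flag-tagged HCV core protein residues 1-106 / Times: compound-protein-antibody incubation 4 h at 22.5 °C / Signal: time-resolved FRET, ex 340 nm, em 617 and 671 nm / Evaluation: % inhibition based on acceptor/donor emission ratio / Benchmarks: wells lacking GST-core106 and wells with excess unlabelled core106 / Repeats: singlicate, one well per compound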
# * hit, by the source's call; / = not tested or not shown.
smiles	EBNA-1 inhibitor	JMJD2C inh	PP5 primary	Fh CTSL1 inh	TPT1 inh	Yeast superoxide	PP1 inh	ZTA counter	HCV core dimer
CCOC(=O)NN1C(=O)c2ccccc2NC1c1cccc(O)c1 (stereo not drawn)	-13	-9	-8.3	7	0	89	-10	-17	-4
O=C(CN1C(=O)NC(Cc2ccccc2)(Cc2ccccc2)C1=O)NCC1CCCCC1	1	0	0.4	0	0	108	-3	-14	3
COc1ccc(CCNC(=O)C(C)n2nc(C)c3c(C)n(-c4ccc(C)cc4)nc3c2=O)c(OC)c1 (stereo not drawn)	3	1	1.3	2	-4	85	-2	5	-4
Cc1cccc(NC(=O)c2c(C)nn(-c3ccccc3)c2Cl)c1	-3	-4	-0.7	2	4	101	4	5	-1
COc1ccc(CCNC(=O)CSc2nnnn2-c2ccccc2)cc1	3	5	1.6	2	0	91	3	-18	-1
COc1ccc(NS(=O)(=O)N2CCOCC2)cc1	4	-4	1.5	3	3	100	-2	-4	-6
CCCCCCN(C(=O)CCl)c1ccccc1	-2	6	-0.4	-2	0	84	-3	-8	4
CC(C)CC(=O)Nc1nnc(SCC(=O)NCC2CCCO2)s1 (stereo not drawn)	6	-6	1.7	0	-4	97	0	3	-2
O=C(CSc1nnc(Nc2ccccc2F)s1)c1cc2ccccc2o1	3	0	4.5	5	11	88	0	-5	16
CC(=O)c1ccc2c3c(cccc13)C(=O)N(CCc1ccccc1)C2=O	-8	-15	5.9	0	1	96	1	-10	17
COc1ccc(N(CC(=O)Nc2cc(C)on2)S(=O)(=O)c2cc(C)ccc2C)cc1	-3	-14	0.7	3	-6	93	3	-3	0
O=C1CC(c2ccccc2)NC(=O)N1 (stereo not drawn)	-4	-6	-13	11	-3	96	6	-13	0
Cc1c(-c2ccccc2)n[nH]c1C(=O)NN	-6	3	3.5	-1	3	95	-1	-17	-1
Cc1cnc(CNC(=O)C2CCC(=O)N(CCc3cccc(F)c3)C2)[nH]1 (stereo not drawn)	-1	17	-0.6	-4	-1	90	-2	15	-6
Cc1ccc(C)c(S(=O)(=O)N2CCCN(C)CC2)c1	-2	-5	-1.1	4	0	91	1	-7	-7
N#Cc1nc(-c2ccc(F)cc2)oc1N1CCCCC1	-19	1	3.9	-4	-4	82	4	-12	-7
CC(=O)Nc1ccc(-c2csc(Nc3ccc(Cl)cn3)n2)cc1	3	141	3.3	0	0	120	-1	3	12
COc1ccccc1C(=O)NCC(=O)OCc1csc(-c2ccccc2)n1	-7	-7	2.4	-19	0	121	4	5	-1
COc1ccc(NC(=O)CN(C)S(=O)(=O)c2ccc3c(c2)NC(=O)CS3)cc1	4	3	1.0	-2	-3	99	-2	-5	11
CC(NCC(O)COC1CCC(C(C)(C)C)CC1)c1ccccc1 (stereo not drawn)	-5	-5	4.0	2	-2	101	3	-31	-13
Cc1cc(C(=O)C(=O)N(C)C)c(C)n1-c1ccc(Cl)c(Cl)c1	-11	-21	4.5	-1	-1	93	-3	-8	4
CCCCOc1ccc2ccccc2c1C=O	-3	-39	5.4	0	5	99	-1	7	14
COc1ccc(C(C)(C)C)cc1NC(=O)c1ccoc1C	9	-6	2.6	0	-3	101	-3	-8	3
CCOC(=O)N1CCN(S(=O)(=O)c2ccc(C(=O)Nc3nnc(CSC)o3)cc2)CC1	-5	-6	-4.5	5	3	97	18*	4	-12
CC1Cc2cc(/C(O)=C3/C(=O)C(=O)N(CCCn4ccnc4)C3c3cccc([N+](=O)[O-])c3)ccc2O1 (stereo not drawn)	2	-21	1.0	0	1	102	0	-12	2
COC(=O)c1ccccc1NC=C1C(=O)OC2(CCCCC2)OC1=O	-12	3	4.4	-2	4	111	-2	10	1
CC/C(=N\NC(=O)OC)c1ccc(OC(F)F)cc1	2	21	-2.4	-1	0	99	-3	1	-1
O=C1C=C(NCc2ccco2)CC(c2ccc(Cl)cc2)C1 (stereo not drawn)	0	-3	2.5	-2	4	103	0	12	20
Cc1ccccc1/C=C/C(=O)NCC(=O)N1CCC(N(C)C2CCCCC2C)CC1 (stereo not drawn)	-3	5	1.5	-3	-1	82	-2	1	-5
COCCNC(=O)C(c1ccc(C)cc1)N(C(=O)CCC(=O)Nc1ccccn1)c1cccc(C)c1 (stereo not drawn)	-15	2	1.4	7	2	122	2	-8	4
COC(=O)C1=C(C)N(CCc2ccc(OC)c(OC)c2)C(=O)/C1=C\c1ccc(O)cc1	-9	-15	0.7	0	-2	94	-1	7	3
O=C(CN1CCC(O)CC1)N1c2ccccc2C=Cc2ccccc21	2	-2	0.2	-5	0	95	0	-4	-1
CC(C)[C@H](NC(=O)N1CCn2c1nc1ccccc12)C(=O)NCCc1ccccc1	10	-14	4.1	4	1	96	6	-7	-10
Nc1nonc1C(=O)NCCNc1ccc([N+](=O)[O-])cc1	-8	-6	3.0	4	4	100	-4	8	2
CCc1ccc(/C=C2/SC(=S)N(CCC(=O)Nc3ccc(C(=O)O)cc3)C2=O)cc1	-1	5	1.0	2	3	113	3	-7	6
O=C(CCNC(=O)N1CCn2c1nc1ccccc12)NCc1ccc(Cl)cc1	2	1	1.2	-2	0	93	4	7	-6
CCC(C)NS(=O)(=O)c1ccc(S(=O)(=O)Nc2cc3c(cc2C(C)=O)OCO3)cc1 (stereo not drawn)	-1	-9	-0.5	7	1	118	-5	-3	-3
CC(NC(=O)C1CCC(C(=O)NC(C)c2ccccc2)CC1)c1ccccc1 (stereo not drawn)	1	0	-0.8	3	0	111	-5	6	7
COc1ccc(C)cc1NC(=O)Nc1cccc(C)c1	-6	2	4.6	-2	12	108	-1	-21	3
OC1CCCN(Cc2cccc3ccccc23)C1 (stereo not drawn)	5	/	3.1	3	-1	96	-2	-21	0
O=C(CN1C(=O)NC2(CCCc3ccccc32)C1=O)Nc1cc(F)ccc1F (stereo not drawn)	-10	3	-0.9	-7	-2	102	-5	-15	-6
CN(Cc1ccccc1)c1ccc([N+](=O)[O-])cc1C(=O)O	-6	11	2.1	4	-6	96	0	-3	-4
Cc1ccc(NC(=O)NC(=O)N(C(C)C)S(C)(=O)=O)nc1	-5	-1	2.7	5	-1	123	-2	-3	-3
Nc1[nH]nc2nc(-c3ccccc3)[nH]c(=O)c12	-18	-2	0.7	-2	-5	99	0	-13	-5
COC(=O)c1cc2c(cc1Cl)SC(=NCCCN1CCOCC1)NS2(=O)=O	-3	4	2.6	0	0	97	3	-1	0
O=C(O)c1cccc(CSc2nnc(-c3ccco3)o2)c1	4	3	-1.2	-1	-1	102	-4	-3	0
Cc1cccc(C)c1N(C(=O)c1ccco1)C(C(=O)NC1CCCC1)c1ccncc1 (stereo not drawn)	7	-4	-2.9	-34	-1	99	-1	1	9
Cc1c2ccccc2nc2c(F)c(NCCO)c(F)c(F)c12	1	1	-0.8	-2	-53	97	9	0	25
Cc1ccc(C(=O)C(OC(=O)CNC(=O)c2ccc(Cl)cc2)c2ccccc2)cc1 (stereo not drawn)	-13	33	3.5	20*	-1	128	2	-15	8
CN1C(=O)C(C)(C)c2cc(S(=O)(=O)N3CCCC(C(=O)Nc4ccc(Cl)cc4)C3)ccc21 (stereo not drawn)	5	-1	1.1	2	-1	86	1	-2	1
CCC(=O)N1c2ccccc2-c2nnc(SC)nc2OC1c1ccc(N(C)C)cc1 (stereo not drawn)	1	-2	1.3	1	1	108	-4	3	3
Cc1ccc(C)c(S(=O)(=O)N2CCN(C(=O)Cc3ccsc3)CC2)c1	7	-12	1.7	-2	4	106	0	5	2
O=C(CSc1nc(=O)n(CCCN2CCOCC2)c2c1CCCC2)Nc1cccc([N+](=O)[O-])c1	1	5	-1.1	5	0	96	-1	7	2
O=C(COc1ccccc1[N+](=O)[O-])N/N=C/c1cccs1	5	-3	-1.9	6	3	103	-5	5	0
Cc1ccc(C(=O)NCCNc2ccc(Cl)cc2[N+](=O)[O-])o1	-3	0	0.9	1	0	111	0	1	1
Cc1cc(Cl)ccc1OCc1cn2cccnc2n1	-1	-2	1.5	5	-2	94	2	16	3
Cc1cccc(N2CCN(C(=O)c3ccc4c(c3)NC(=O)C(CSCc3ccc(F)cc3)N4)CC2C)c1 (stereo not drawn)	-4	8	0.1	2	122*	108	19*	17	64*
Cc1ccc(SCc2cc(=O)[nH]c(Nc3nc(C)c4cccc(C)c4n3)n2)cc1	-2	2	-0.9	-3	-2	104	-2	6	4

# By substructure, those above containing an aryl methoxy group.
smiles	EBNA-1 inhibitor	JMJD2C inh	PP5 primary	Fh CTSL1 inh	TPT1 inh	Yeast superoxide	PP1 inh	ZTA counter	HCV core dimer
COc1ccc(CCNC(=O)C(C)n2nc(C)c3c(C)n(-c4ccc(C)cc4)nc3c2=O)c(OC)c1 (stereo not drawn)	3	1	1.3	2	-4	85	-2	5	-4
COc1ccc(CCNC(=O)CSc2nnnn2-c2ccccc2)cc1	3	5	1.6	2	0	91	3	-18	-1
COc1ccc(NS(=O)(=O)N2CCOCC2)cc1	4	-4	1.5	3	3	100	-2	-4	-6
COc1ccc(N(CC(=O)Nc2cc(C)on2)S(=O)(=O)c2cc(C)ccc2C)cc1	-3	-14	0.7	3	-6	93	3	-3	0
COc1ccccc1C(=O)NCC(=O)OCc1csc(-c2ccccc2)n1	-7	-7	2.4	-19	0	121	4	5	-1
COc1ccc(NC(=O)CN(C)S(=O)(=O)c2ccc3c(c2)NC(=O)CS3)cc1	4	3	1.0	-2	-3	99	-2	-5	11
COc1ccc(C(C)(C)C)cc1NC(=O)c1ccoc1C	9	-6	2.6	0	-3	101	-3	-8	3
COC(=O)C1=C(C)N(CCc2ccc(OC)c(OC)c2)C(=O)/C1=C\c1ccc(O)cc1	-9	-15	0.7	0	-2	94	-1	7	3
COc1ccc(C)cc1NC(=O)Nc1cccc(C)c1	-6	2	4.6	-2	12	108	-1	-21	3

# Screening results from PubChem BioAssay.

# Not a hit list, and some 3.1% of all compounds hit somewhere here.
